Bioassay records from PubChem BioAssay.
FID counter: counter-screen for HCV NS3 helicase inhibitors: DNA intercalator displacement | DNA fluorescent intercalator displacement, fluorescence | AID 1845 | inhibition, % at 7.9 µM | actives 0.17% (n = 290,000); in the data active = inhibition above about 37%;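 also: 0% = vehicle and 100% = reference compound; higher means more ethidium bromide displaced from hairpin DNA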
IMP-1 inhibitor: inhibitors of Pseudomonas aeruginosa IMP-1 metallo-beta-lactamase; actives 0.45% (n = 290,000); AID 1556; inhibition, % at 5.6 µM; purified IMP-1, nitrocefin hydrolysis, epi-absorbance fluorescence;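 active = inhibition above the mean plus 3 SD of all compounds in the same screening run, cut at about 4.5% in these data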;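 also: 0% = IMP-1 with DMSO and 100% = DMSO wells lacking enzyme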
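System: Purified IMP-1 | Read-out basis: Percent enzyme inhibition | Controls: IMP-1 with DMSO as 0%, enzyme-free DMSO as 100% | Replicates: One well per compound | Doses: 5.6 µM nominal single concentration | Detection: Epi-absorbance fluorescence, 480 nm excitation, 530 nm emission | Incubation: 25 °C, 15 min preincubation, 25 min reaction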
NS3 helicase inh: HCV NS3 helicase inhibition | inhibition, % at 10.9 µM | AID 1800 | actives 0.56% (n = 290,000) | NS3 helicase DNA unwinding, Cy5 molecular beacon fluorescence;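 active = inhibition above the mean of all tested compounds plus 3 SD, set per campaign, cut at about 35% in these data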;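 also: 0% = DMSO wells and 100% = thioflavine S control wells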
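Material: hepatitis C virus NS3 helicase domain fragment enzyme; measured by: Cy5 fluorescence, 0 and 60 min reads; control set: DMSO and thioflavine S; incubation: 60 min unwinding reaction at 25 °C after ATP addition; read-out basis: % inhibition from 60/0 min fluorescence ratio, DMSO 0%, thioflavine S 100%; repeats: singlicate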
VIM-2 inhibitor: inhibitors of Pseudomonas aeruginosa VIM-2 metallo-beta-lactamase; purified VIM-2, nitrocefin hydrolysis, epi-absorbance fluorescence; inhibition, % at 5.6 µM; actives 0.89% (n = 290,000);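 active = inhibition above the mean of all tested compounds plus 3 SD, cutoff set per screening run, cut at about 7.5% in these data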;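 also: red hydrolysis product quenches plate fluorescence so inhibitors raise well fluorescence; 0% = enzyme with DMSO and 100% = DMSO without enzyme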
p-CIP stab down: lowers stability of the mouse p/CIP coactivator protein | Q05BA5 | F442A p/CIP-EGFP cells, EGFP fluorescence, 16 h | decrease of EGFP signal, % at 10 µM | actives 0.01% (n = 290,000);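 active = EGFP signal decrease of at least 30% at 10 µM or well 3 SD below plate mean, unless failing retest; inactive = the rest, including hits failing retest or dose response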; also: some compounds called inactive have numbers as strong as hits; many of its hits are not listed in these tables
IDE act: boosts human insulin-degrading enzyme activity in HEK cells | P14735 | FAbeta-B cleavage, fluorescence polarization; 0% vehicle, 100% cell-free pure enzyme wells | activation, % at 5.96 µM | actives 0.073% (n = 340,000) | AID 493087;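 active = activation above the mean of all tested compounds plus 3 SD, set per screening campaign, cut at about 17% in these data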
PHOSPHO1 block: PHOSPHO1 (human) inhibition | recombinant PHOSPHO1, absorbance phosphatase assay | Q8TCT1 | actives 1.1% (n = 290,000) | inhibition, % at 13.3 µM; in the data active = inhibition above about 60%
UBC9 SUMO inh: inhibitors of human SUMOylation (UBC9). HTRF SUMOylation assay, SAE1/SAE2 + UBC9, in vitro. inhibition, % at 35 µM. actives 0.36% (n = 290,000). AID 2006; in the data active = inhibition above about 50%, passing the limit was not always enough; also: strong numbers were not always called active
Target sequence (P63279 whole entry, looked up): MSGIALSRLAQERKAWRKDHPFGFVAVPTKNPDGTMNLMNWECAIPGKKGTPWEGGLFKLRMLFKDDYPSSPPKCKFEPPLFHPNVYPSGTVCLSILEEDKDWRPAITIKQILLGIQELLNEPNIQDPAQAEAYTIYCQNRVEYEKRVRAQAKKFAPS
MEKK3 PB1 HTS: modulators (inhibitors or enhancers) of MEK5 binding to human MEKK3 PB1 domain | Q99759 | bead-based flow cytometry, Alexa488-MEK5 binding to MEKK3; actives lie on both sides; 0 = blocked by unlabeled MEK5, 100 = vehicle | binding response (% of control), % at 10 µM | actives 1.4% (n = 290,000) | AID 1529;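 active = binding response more than 3 SD above or below the average of its plate-row segment, actives on both sides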;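 also: Alexa488 bead fluorescence after subtracting the streptavidin-only scavenger bead signal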
Target sequence (Q99759 whole entry, looked up, the tested form may be a part): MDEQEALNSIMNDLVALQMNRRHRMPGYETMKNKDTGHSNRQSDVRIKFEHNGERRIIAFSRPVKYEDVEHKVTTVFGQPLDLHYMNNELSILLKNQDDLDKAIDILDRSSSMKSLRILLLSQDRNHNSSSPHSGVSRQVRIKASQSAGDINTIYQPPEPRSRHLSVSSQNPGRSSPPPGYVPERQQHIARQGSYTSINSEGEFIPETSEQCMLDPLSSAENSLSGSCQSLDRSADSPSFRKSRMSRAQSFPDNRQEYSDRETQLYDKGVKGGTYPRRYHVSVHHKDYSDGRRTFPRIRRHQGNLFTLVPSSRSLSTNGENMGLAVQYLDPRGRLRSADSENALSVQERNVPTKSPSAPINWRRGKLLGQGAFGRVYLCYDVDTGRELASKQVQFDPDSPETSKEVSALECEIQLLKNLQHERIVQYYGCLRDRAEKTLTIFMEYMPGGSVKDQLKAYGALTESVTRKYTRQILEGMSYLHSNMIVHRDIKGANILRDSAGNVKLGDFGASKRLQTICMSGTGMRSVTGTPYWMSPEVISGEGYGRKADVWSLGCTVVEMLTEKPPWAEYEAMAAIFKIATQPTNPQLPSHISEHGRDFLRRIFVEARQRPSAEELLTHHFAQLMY
* = called active by the depositor; x = no result given. A portion of the library (hit frequency here may not be typical).

SMILES	FID counter	IMP-1 inhibitor	NS3 helicase inh	VIM-2 inhibitor	p-CIP stab down	IDE act	PHOSPHO1 block	UBC9 SUMO inh	MEKK3 PB1 HTS
Cc1nn(Cc2c(F)cccc2Cl)c(C)c1NC(=O)C1CC1	-2	0.0	0	-1.2	-4	-1	-23	7	98
CC(C(=O)NC1CCS(=O)(=O)C1)N1C(=O)/C(=C/c2ccc(Cl)cc2)SC1=S (stereo unspecified)	-34	-0.5	-6	-8.5	0	2	24	-9	104
O=C(Cn1cc2c(n1)CCCC2)Nc1ccccc1Cl	-7	-3.8	-3	-0.3	2	3	-10	-12	105
COC(=O)c1ccccc1NC(=O)CSc1nc2cccnc2n1C	-20	-4.3	5	-4.2	-2	2	34	9	99
C=CCn1c(Cc2cccs2)nnc1SCC(=O)Nc1ccc(C(=O)OCC)cc1	-28	-2.8	-2	-2.3	-8	-1	20	20	102
COc1cccc(C2C(C#N)=C(N)Oc3cc(C)[nH]c(=O)c32)c1OC (stereo unspecified)	-4	-4.1	5	-2.4	-5	-8	9	-1	x
CCn1cc(/C=C(\NC(=O)c2ccccc2OC)C(=O)NCCCN2CCOCC2)c2ccccc21	24	0.1	-13	-0.1	-1	-1	24	16	106
COc1cc([N+](=O)[O-])cc(/C=N/NC(=O)c2cc(-c3ccccc3)nc3ccccc23)c1O	5	-4.5	18	-4.1	-1	13	-3	-13	101
CCOc1ccc2nc(SCC(=O)Nc3ccc4c(c3)OCCO4)[nH]c2c1	7	-3.9	6	-2.3	3	0	24	-16	100
O=c1c(-c2ccc(Cl)cc2)[n+]([O-])c2ccccc2n1O	-5	-6.0	9	-5.8	3	0	13	9	101
Cc1cc(NC(=O)C2CCCCC2)n(-c2nc3ccccc3[nH]2)n1	-10	-3.6	-1	-4.0	-6	2	25	-5	104
CC(C)(C)SCCSC1=CC(=O)CC(c2ccccc2)C1 (stereo unspecified)	-30	-2.1	-2	1.0	6	0	14	-4	103
C/C(=N\Nc1ccc(F)cc1F)c1ccc(N2CCOCC2)cc1	11	-2.7	2	-0.5	5	2	-33	13	88
CCOc1ccc(Nc2ccc(N3C(=O)CCC3=O)cc2[N+](=O)[O-])cc1	-2	-0.8	6	-0.7	8	8	-23	7	103
O=C1CCN(CCCc2ccccc2)CCN1[C@H](CO)c1ccccc1	-14	-2.5	9	-3.1	-12	2	-13	-5	102
Cc1ccc2[nH]c(=O)c3cc(C(=O)N(C)c4ccc(C)c(C)c4)sc3c2c1	-2	-2.1	2	-0.9	10	-2	-10	13	100
Clc1ccc(C2=NNC(=NCc3ccccc3)SC2)cc1	-1	-3.4	0	-4.8	-17	5	-10	-13	100
CC1CCCC(C)N1/N=C/c1cc(Br)cc(Br)c1O (stereo unspecified)	-1	-0.5	11	-4.3	2	3	6	5	103
COc1ccc(-n2c3c(c(=O)[nH]c2=O)C(NS(=O)(=O)c2ccc(Cl)cc2)(C(F)(F)F)C(=O)N3)cc1 (stereo unspecified)	1	-3.6	-4	-3.7	-4	-1	37	11	100
O=C(CCCCCn1c(=O)[nH]c2ccsc2c1=O)NCc1cccs1	-2	-2.2	-5	0.9	-16	7	52	8	87
CS(=O)(=O)Cc1ccc(C(=O)Nc2cccc(-c3nc4ccccc4[nH]3)c2)cc1	-5	-3.9	-1	-4.2	-10	0	22	24	103
CC(C)(C)n1nc2c(c1NC(=O)Cc1ccc(F)cc1)CSC2	-2	-2.6	2	-2.6	2	2	-3	-3	110
C=CCNC(=O)CCCc1ccccc1	5	0.2	0	-0.3	8	3	3	11	101
CN1/C(=C\C=C(C#N)C#N)C(C)(C)c2ccccc21	2	-2.6	-8	-2.0	-558	-3	-141	28	118
CCc1nc(SCC(=O)N2CCC(Cc3ccccc3)CC2)c2c(=O)n(C)c(=O)n(C)c2n1	-2	1.1	2	-1.9	-5	x	-2	17	118
O=C(CC1C(=O)NCCN1Cc1c(F)cccc1Cl)NCCCn1cccn1 (stereo unspecified)	-10	-3.0	-2	-2.2	2	4	27	6	94
COc1ccc(N2C(=O)C3CCCN3C2c2ccc(C)cc2)cc1 (stereo unspecified)	4	-5.8	12	-0.2	-4	-5	-2	7	94
CCOc1ccccc1COC(=O)c1cccc(-n2cnnn2)c1	-12	-3.4	-8	-3.2	-8	2	-1	9	101
COc1ccc(C2C3=C(CCCC3=O)Nc3n[nH]c(C)c32)cc1OC (stereo unspecified)	-2	-1.4	-8	-4.1	-13	8	25	15	102
COc1cccc(N2CC(=O)N(c3cccc(OC)c3)CC2=O)c1	-5	-1.8	-3	-1.7	-4	1	60*	4	95
CCCn1c(-c2cccs2)nc2ccccc21	-5	1.2	-5	2.3	-3	5	26	34	97
CCN(CC)C(=O)Nc1ccccc1C	2	-3.6	9	-5.6	-4	2	9	0	103
Cc1c(C(=O)NCc2cccs2)oc2ccccc12	-5	0.9	-9	0.8	7	3	-3	-27	100
Cc1cc2oc(=O)cc(-c3cc4ccccc4o3)c2cc1O	-6	6.0*	39*	1.2	-7	-2	13	x	100
CCOC(=O)C1CCCN(C(=O)c2ccc(CNS(=O)(=O)c3ccc(C)cc3)cc2)C1 (stereo unspecified)	-38	-2.6	-1	-4.2	10	-2	-4	3	104
O=C(c1ccccc1Cl)N1CCn2c1nc1ccccc12	-2	-4.1	-15	-0.4	10	9	16	-2	91

Profiles as entered above. Order of values: FID counter	IMP-1 inhibitor	NS3 helicase inh	VIM-2 inhibitor	p-CIP stab down	IDE act	PHOSPHO1 block	UBC9 SUMO inh	MEKK3 PB1 HTS
Shown for `CCOc1ccc2nc(SCC(=O)Nc3ccc4c(c3)OCCO4)[nH]c2c1` : 7	-3.9	6	-2.3	3	0	24	-16	100
Shown for `CCn1cc(/C=C(\NC(=O)c2ccccc2OC)C(=O)NCCCN2CCOCC2)c2ccccc21` : 24	0.1	-13	-0.1	-1	-1	24	16	106
Shown for `CCN(CC)C(=O)Nc1ccccc1C` : 2	-3.6	9	-5.6	-4	2	9	0	103
Shown for `CC(C)(C)n1nc2c(c1NC(=O)Cc1ccc(F)cc1)CSC2` : -2	-2.6	2	-2.6	2	2	-3	-3	110
Shown for `CCOc1ccccc1COC(=O)c1cccc(-n2cnnn2)c1` : -12	-3.4	-8	-3.2	-8	2	-1	9	101

(listing goes on)
SMILES	FID counter	IMP-1 inhibitor	NS3 helicase inh	VIM-2 inhibitor	p-CIP stab down	IDE act	PHOSPHO1 block	UBC9 SUMO inh	MEKK3 PB1 HTS
COc1ccc(CN2C(=O)NC(C)(c3ccc(C)cc3)C2=O)cc1F (stereo unspecified)	-15	0.5	7	0.2	-14	1	-110	-14	100
COc1cc(OC)c(CN2CCc3c([nH]c4ccccc34)C2)cc1Br	2	-2.3	-44	0.7	-3	0	30	-14	103
O=C(COc1ccccc1)NCC(c1cccs1)N1CCOCC1 (stereo unspecified)	-12	-3.0	9	-8.3	0	-1	6	-44	83
COc1ccc(NC(=O)C23CC4CC(C2)CC(c2ccccc2)(C4)C3)c(OC)c1	-8	-2.1	-9	-2.6	-19	1	0	-10	96
O=C(CSc1nnc(CNc2ccc(F)cc2)n1Cc1ccco1)N1CCOCC1	-9	-1.2	7	-1.4	-3	-2	88*	27	103
CSC1=NCCN1C(=O)c1c(-c2c(F)cccc2Cl)noc1C	-7	-1.6	3	-1.0	-5	11	2	15	94
CN(C)Cc1c(O)ccc2ccccc12	3	-1.8	-3	-2.7	0	-4	13	9	101
CC(=O)Nc1ccc(NS(=O)(=O)c2ccc(CN3C(=O)c4cccnc4C3=O)cc2)cc1	-3	-0.2	0	0.1	-6	5	30	24	100
O=S(=O)(c1ccccc1)N1CCN(C(=S)NC2CCCC2)CC1	-19	0.3	-4	-0.6	-16	3	51	5	105
O=C1/C(=C\c2cccnc2)SC(=S)N1c1ccc(F)cc1	4	-3.5	0	-3.4	0	3	-76	-4	101
CC(/C=N\NC(=O)c1ccc2c(c1)OCO2)c1ccccc1 (stereo unspecified)	-9	-2.4	5	-1.0	4	7	x	-5	102
CCCCN(CCCNC(=O)c1ccc2nc(N3CCOCC3)sc2c1)Cc1ccccc1	11	-5.4	-13	-2.1	-14	6	-7	7	105

2 of the compounds above, field by field:
SMILES: CC(/C=N\NC(=O)c1ccc2c(c1)OCO2)c1ccccc1 (stereo unspecified)
  FID counter = -9 | IMP-1 inhibitor = -2.4 | NS3 helicase inh = 5 | VIM-2 inhibitor = -1.0 | p-CIP stab down = 4 | IDE act = 7 | PHOSPHO1 block = x | UBC9 SUMO inh = -5 | MEKK3 PB1 HTS = 102

SMILES: CCCCN(CCCNC(=O)c1ccc2nc(N3CCOCC3)sc2c1)Cc1ccccc1
  FID counter = 11 | IMP-1 inhibitor = -5.4 | NS3 helicase inh = -13 | VIM-2 inhibitor = -2.1 | p-CIP stab down = -14 | IDE act = 6 | PHOSPHO1 block = -7 | UBC9 SUMO inh = 7 | MEKK3 PB1 HTS = 105

Further records follow.
SMILES	FID counter	IMP-1 inhibitor	NS3 helicase inh	VIM-2 inhibitor	p-CIP stab down	IDE act	PHOSPHO1 block	UBC9 SUMO inh	MEKK3 PB1 HTS
Cc1cc(C)cc(NC(=O)CN2CCN(CCN=CC3=C(O)CC(C)(C)CC3=O)CC2)c1	-12	-0.3	1	-2.5	13	-1	-3	-9	106
CCCCCn1c(SCCN2CCOCC2)nc2c1c(=O)[nH]c(=O)n2C	-9	-1.3	6	0.2	-11	-1	69*	-3	92
CC(C)OC(=O)CCc1nc2ccccc2[nH]c1=O	-6	-3.4	-7	-1.2	-7	2	4	16	96
O=c1cc(O)n(Cc2ccc(F)cc2)c(=O)[nH]1	-24	-1.4	11	-3.2	-7	-3	52	-5	104
